# HCV inhibitor: HCV inhibition; Huh7.5.1 HCVcc-Cre infection, luciferase reporter, 44 h; Potency, µM (top dose mostly 41.8 µM), for the others: top-dose activity change, negative = inhibition, hits mostly inhibitors; 340,000 tested, 3.4% active; AID 651820; note: potency is the fitted concentration of half-maximal effect
#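 Cells (1,000/well) were plated 4 h before compound, then infected with HCVcc-Cre virus (~0.5 moi). After 44 h further culture, infection was read as luciferase luminescence following a 15 min substrate incubation at room temperature.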
# AmpC detergent: AmpC beta-lactamase inhibition with detergent present | P00811 | AmpC hydrolysis of nitrocefin, absorbance 480 nm, 0.01% Triton | Potency, µM (doses to about 114 µM), for the others: at the top dose activity change, negative = inhibition, hits mostly inhibitors | 370,000 tested, 0.041% active | AID 485294;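 note: potency is the fitted concentration of half-maximal effect; 0% = no-compound wells and -100% = no-enzyme wells; nearly all actives have a fitted effect of over 25% in size; some results filed as inactive show a strong effect at the top dose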
# Target sequence (P00811 whole entry, looked up): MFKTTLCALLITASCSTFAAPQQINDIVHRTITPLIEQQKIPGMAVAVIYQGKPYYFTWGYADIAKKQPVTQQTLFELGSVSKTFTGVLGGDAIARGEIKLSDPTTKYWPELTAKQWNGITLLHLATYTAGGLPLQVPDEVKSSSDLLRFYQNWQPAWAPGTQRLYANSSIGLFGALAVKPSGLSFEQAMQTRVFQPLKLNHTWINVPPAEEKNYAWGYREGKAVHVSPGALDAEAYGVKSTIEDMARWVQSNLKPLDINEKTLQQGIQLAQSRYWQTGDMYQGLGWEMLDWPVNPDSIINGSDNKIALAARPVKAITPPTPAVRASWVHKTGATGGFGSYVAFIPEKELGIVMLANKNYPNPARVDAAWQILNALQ
#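 AmpC (5.3 nM in the dispensed reagent) in 20 mM phosphate pH 7.0 with 0.01% (detergent screen) or 0.0001% Triton X-100 was preincubated with compounds for 15 min at room temperature. Nitrocefin was then added from an 800 uM solution, and hydrolysis was followed at 480 nm.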
# Tb PYK inh: blocks Trypanosoma brucei pyruvate kinase; TbPYK enzyme, Kinase-Glo Plus ATP luminescence, 45 min; 410,000 tested, 0.12% active; Potency, µM (doses to about 76.8 µM), without a hit: top-dose activity, negative = inhibition, usual class: inhibitors; AID 624173; Q57TT1; note: potency is the fitted concentration of half-maximal effect; nearly all actives have a fitted effect of over 50% in size
#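 In this concentration-response screen, enzyme-free wells defined baseline while DMSO plates tracked drift. Each reaction combined TbPYK, substrate, compound and 130 uM ADP for 45 min at room temperature. Kinase-Glo Plus luminescence gave the signal.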
# AMA1 RON2 block: inhibitors of Plasmodium falciparum AMA1-RON2 interaction | 360,000 tested, 0.2% active | AlphaScreen AMA1-biotinylated RON2 peptide binding | Potency, µM (doses to about 58.2 µM), for the others: top-dose activity change, negative = inhibition, usual class: inhibitors | AID 720542;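 note: potency is the fitted concentration of half-maximal effect; 0% = vehicle wells and -100% = peptide control; nearly all actives have a fitted effect of over 45% in size; some results filed as inactive show a strong effect at the top dose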
#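 AMA1 (3D7) with his tag at 25 nM final met compounds first, then biotinylated RON2 peptide at 25 nM; detection used donor plus acceptor beads, 10 µg/mL apiece, read by AlphaScreen after 30 min at room temperature.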
# HCMV antiviral: human cytomegalovirus inhibition; HFF cells, HCMV-luciferase reporter, 72 h; hits give low values; activity change, negative = inhibition, % at 57.5 µM; 410,000 tested, 4.5% active; AID 1259415; in the data active = activity change below about -60%; inconclusive = no clear call, values can overlap the other calls; inactive = above about -39%
#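 After 16 h attachment at 37C, HFF cells received test compound and HCMV-luciferase (1 PFU/cell); reporter luminescence read 72 h later, data normalized against buffer-only and known inhibitor Salinomycin.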
# LmPK inh: blocks Leishmania mexicana pyruvate kinase activity; Potency, µM (doses to about 57.5 µM), without a hit: at the highest dose activity change, negative = inhibition, most hits filed as inhibitors; AID 1721; purified LmPK, Kinase-Glo ATP luminescence, 1 h; 290,000 tested, 0.37% active; Q27686; note: potency is the fitted concentration of half-maximal effect
# Target sequence (Q27686 whole entry, looked up): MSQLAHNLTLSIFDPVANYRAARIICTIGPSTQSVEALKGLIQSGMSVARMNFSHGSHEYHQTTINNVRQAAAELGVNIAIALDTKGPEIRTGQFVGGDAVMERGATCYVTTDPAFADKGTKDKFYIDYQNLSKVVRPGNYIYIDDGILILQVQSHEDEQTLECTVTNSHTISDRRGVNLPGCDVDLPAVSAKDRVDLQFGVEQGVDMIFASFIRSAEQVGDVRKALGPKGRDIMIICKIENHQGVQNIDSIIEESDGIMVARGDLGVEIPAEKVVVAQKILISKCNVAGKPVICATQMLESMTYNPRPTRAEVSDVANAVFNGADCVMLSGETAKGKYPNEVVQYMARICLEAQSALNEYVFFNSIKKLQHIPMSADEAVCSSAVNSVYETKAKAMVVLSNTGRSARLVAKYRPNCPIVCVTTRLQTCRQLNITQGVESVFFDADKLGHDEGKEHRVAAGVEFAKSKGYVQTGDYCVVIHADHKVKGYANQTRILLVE
#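 Screened at intermediate enzyme activity to detect both inhibitors and activators: LmPK at 0.1 nM, with a 0.5 nM enzyme column as activation reference. PEP 0.5 mM, ADP 0.1 mM; ATP detected by luminescence after 1 h.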
# AmpC no deterg: blocks E. coli AmpC beta-lactamase in detergent-free assay | P00811 | AmpC nitrocefin hydrolysis, absorbance 480 nm, 0.0001% Triton | Potency, µM (highest dose often 57.1 µM), inactives show at the highest dose activity change, negative = inhibition, hits mostly inhibitors | 330,000 tested, 0.52% active;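 note: potency is the fitted concentration of half-maximal effect; plate controls were no compound for no effect and no enzyme for full effect; nearly all actives have a fitted effect of over 20% in size; some results filed as inactive show a strong effect at the top dose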
#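 AmpC (5.3 nM in the dispensed reagent) in 20 mM phosphate pH 7.0 with 0.01% (detergent screen) or 0.0001% Triton X-100 was preincubated with compounds for 15 min at room temperature. Nitrocefin was then added from an 800 uM solution, and hydrolysis was followed at 480 nm.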
# * = called active by the depositor; ? = inconclusive; · = not tested or not shown; [ ] = another dose, or the depositor's remark. Unless noted, calls come from the whole dose curve; as a rule, active = well fitted curve in the direction sought with a large enough effect; inconclusive = small, poorly fitted or top-dose-only effect, or another doubt; inactive = no such curve, though single readings can be large; an effect the other way counts as inactive or inconclusive. Unless noted, % is set by controls: 0 for no effect and ±100 for the full control effect.
SMILES,HCV inhibitor,AmpC detergent,Tb PYK inh,AMA1 RON2 block,HCMV antiviral,LmPK inh,AmpC no deterg
O=C(NCC(=O)N(c1ccc(F)cc1)C(C(=O)NC1CCCCC1)c1ccncc1)c1ccco1 (stereo not drawn),14%,-8%,-1%,0%,-23,2%,10%
O=C(CN1CCCC1)N/N=C/c1c(O)ccc2ccccc12,7.9µM*,4%,-2%,32%[activator],33,-1%,-12%
O=C(CCN1C(=O)COc2ccccc21)NCc1ccco1,-7%,?,4%,5%,-12,2%,-15%
CCOC(=O)c1ccccc1-c1cn2cc(Cl)ccc2n1,-22%,?,-4%,-2%,-30,8%,8%
CC(C)NC(=O)N(C)C[C@@H]1Oc2ccc(NC(=O)Nc3ccc(C(F)(F)F)cc3)cc2CC(=O)N([C@H](C)CO)C[C@@H]1C,-11%,·,-8%,3%,-16,·,253%[activator]
CCCN1CCC(NC(=O)CC2C(=O)NCCN2Cc2cccc(OC)c2)CC1 (stereo not drawn),5%,5%,0%,1%,10,-8%,32%
COc1cc(Nc2c3ccccc3nc3ccccc23)cc(OC)c1OC,?,0%,6%,-22%,-32,2%,8%
O=C(CN1CCN(Cc2ccccc2)CC1)N=Nc1c(O)[nH]c2ccccc12,1%,-10%,-7%,45%[activator],-25,-4%,-24%
COc1ccc(C)cc1NC(=O)CSCc1ccccc1C,?,-13%,0%,-16%,-4,10%,-10%
COc1ccc(/C=C\C(=O)c2c(O)ccc3c(C)cc(=O)oc23)cc1OC,10µM*,-13%,1%,-18%,-94*,9%,201%[activator]
CN(C)c1ccc(/C=N/NC(=O)CNC(=O)c2ccc3c(c2)OCCO3)cc1,-5%,2%,2%,77%[activator],-18,6%,-33%
Oc1ccc2ccccc2c1CNc1ccc(Br)cc1,2.5µM*,-7%,-16%,-11%,-16,4%,?
CS(=O)(=O)N(CC(=O)N1CCCCCC1)c1cccc(F)c1,19%,-15%,5%,10%,-7,-1%,-9%
O=[N+]([O-])c1ccccc1CNc1ccc(F)c(Cl)c1,12%,-10%,-1%,?,?,-3%,-35%
COC(=O)C1=C(C)N(C)C(=O)NC1c1ccc([N+](=O)[O-])o1 (stereo not drawn),15%,3%,1%,-6%,-16,4%,-15%
Cn1ccnc1SCC(=O)Nc1cccc(S(=O)(=O)N2CCCCCC2)c1,2%,-9%,0%,-9%,-12,3%,104%[activator]
COc1ccccc1CC(=O)N1CCN(C(=O)c2ccco2)CC1,6%,0%,2%,-3%,19,-7%,-4%
CCOc1ccc(NS(=O)(=O)c2ccc3c(c2)n(C)c(=O)n3C)cc1,-20%,-5%,-8%,0%,-12,5%,4%
CCCC(=O)NNC(=O)Nc1ccccc1,17%,-12%,-4%,-9%,-13,1%,-19%
Cc1ccccc1N1CCN(C(=O)C2CCC(=O)N(C3CCCC3)C2)CC1 (stereo not drawn),0%,-6%,7%,-12%,21,4%,84%[activator]
COc1ccc(OCc2nnc(SCC(=O)Nc3nnc(C4CC4)s3)n2C)cc1,30%,-8%,-7%,3%,-6,2%,2%
Cc1cc(C(=O)CSc2ccc(Cl)cc2)cc(C)c1OC(=S)N(C)C,10µM*,-16%,4%,-9%,-18,8%,-22%
O=C(Nc1cccc(NC(=O)c2ccccc2Cl)c1)c1ccc([N+](=O)[O-])o1,10µM*,-4%,4%,-5%,-98*,5%,-41%
CCc1ccc(OCC(=O)Nc2cc(-c3nc4cc(C)ccc4o3)ccc2C)cc1,·,0%,0%,·,50,·,·
Cc1cc(C)n2nc(SCn3nnc4ccccc4c3=O)nc2n1,-16%,?,4%,3%,15,3%,-18%
CN(C)c1ccc(C(=S)N2CCOCC2)cc1,16%,-12%,-2%,5%,51,2%,0%
COc1ccc(OCc2nnc(SCC(=O)NC3CC4CCC3C4)o2)cc1 (stereo not drawn),8%,-1%,-1%,1%,-11,-1%,-10%
C=CCN(CC=C)Cc1c(C)[nH]c2c(C)c(C)ccc2c1=O,-5%,-8%,-15%,-3%,-30,7%,-1%
Cc1cc(C)nc(N/N=C/c2cccc([N+](=O)[O-])c2)n1,-12%,3%,3%,38%[activator],-5,2%,-14%
COc1ccc(-n2c(Cc3cccn3C)nnc2SCC(=O)Nc2cccc(F)c2)cc1,-25%,?,-16%,13%,-12,4%,35%
CCOc1ncccc1C(=O)OCC(=O)NCc1ccc2c(c1)OCO2,-6%,-7%,4%,-1%,-8,-3%,-11%
CC(=O)Nc1ccc(OC(F)(F)Cl)cc1,31%[activator],2%,2%,-8%,-27,0%,1%
CC(NC(=O)c1cccc(S(=O)(=O)N(C)C)c1)c1nc2ccccc2[nH]1 (stereo not drawn),18%,-8%,-7%,-9%,-11,5%,-35%
N=c1sccn1Cc1ccccc1F,3%,2%,6%,2%,37,0%,-16%
C[C@H](C(O)c1ccccc1)N(C)C(=O)CN (stereo partly drawn),15%,?,0%,29%,11,-2%,0%
c1ccc(CSc2ncnc3ccccc23)cc1,?,-3%,17%,9%,-31,3%,-5%[2.29 µM]
Cc1ccc(C(=O)N/C(=C\c2ccc(-c3ccccc3[N+](=O)[O-])o2)C(=O)NCCCN(C)C)cc1,-18%,-7%,-4%,19%,?,-8%,62%[activator]
COC(=O)CCc1nc2c(C#N)c(-c3ccc(Cl)cc3)ccn2n1,21%,-11%,1%,14%,30,-7%,3%
CC(=O)Nc1ccc(NC(=O)Cn2c(=O)n(-c3ccc(C)cc3)c(=O)c3oc4ccccc4c32)cc1,-6%,-9%,3%,4%,-65*,0%[11.5 µM],36%
CCc1ccc2c(c1)c(=O)c(C(=O)c1ccc(C)cc1)cn2CC(=O)Nc1ccc2c(c1)OCCO2,·,9%,6%,·,-13,·,·
CCCCNC(=O)C1(C)CCCCCN1Cc1cc2ccccc2o1 (stereo not drawn),·,·,2%,21%,-8,·,·
CC1(C)CC(=O)C=C(Nc2ccccc2N)C1,3%,0%,-2%,24%,15,-3%,-3%
CCCc1ccc(OC(=O)c2ccc(O)cc2Cl)cc1,4%,2%,-2%,26%,-13,2%,?
Cc1ccc(C)c(N2CCN(c3ncnc4onc(C)c34)CC2)c1,·,27%,0%,·,-14,·,·
CC(NC(=O)c1ccco1)C(=O)N1CCCCC1 (stereo not drawn),21%,-1%,-8%,4%,1,-9%,-5%
O=C(Oc1ccc(Cl)c2cccnc12)c1cccnc1,?,-11%,-2%,23%,58,0%,-25%
N#Cc1cccc(NC(=O)NCCc2c[nH]c3ccccc23)c1,?,3%,-3%,-6%,-32,-2%,-17%
CN(NC1OC(=O)c2ccccc21)c1ncc(C(F)(F)F)cc1Cl (stereo not drawn),-3%,-5%,-1%,6%,22,4%,-5%
CC1(OC(=O)CCc2ccccc2)C(=O)C=C2C=C(c3ccc(C#N)cc3)N(C3CCCCC3)C=C2C1=O (stereo not drawn),?,1%,-7%,-22%,13,-5%[11.5 µM],103%[activator]
CCC(C)(C)NC(=O)C(c1ccco1)N(C(=O)c1csnn1)c1cccc(F)c1 (stereo not drawn),-5%,?,-1%,18%,-14,2%,8%
Brc1ccc(-c2noc(COc3ccc4c(c3)CCC4)n2)o1,-6%,?,-5%,-16%,29,0%,-14%
CCOC(=O)N1CCN(C(=O)c2cn(CC)c3ccc(S(=O)(=O)N4CCOCC4)cc3c2=O)CC1,22%,1%,2%,3%,-2,2%,4%
O=C(NN=C1CCCC1)c1cc(-c2ccc(F)cc2)nc2ccccc12,-5%,0%,-1%,59%[activator],-23,3%,-29%
N#Cc1nc(-c2ccc(OCc3ccccc3)cc2)oc1NCCCN1CCOCC1,?,-8%,-1%,-17%,-9,-6%,195%[activator]
CCOc1cc(-c2noc(CCC(=O)N3CCOCC3)n2)ccc1OC,-18%,-13%,7%,0%,3,-1%,-5%
COc1ccccc1NC(=O)Cn1c(=O)n(Cc2nc(-c3ccccc3)no2)c(=O)c2ccccc21,·,5%,-6%,·,8,·,·
CC(C)(C)C(=O)N1Cc2cnnn2-c2ccccc2C1C#N (stereo not drawn),?,·,-9%,0%,-2,·,·

# Eleven compounds from above, ordered by SMILES length, rising:
SMILES,HCV inhibitor,AmpC detergent,Tb PYK inh,AMA1 RON2 block,HCMV antiviral,LmPK inh,AmpC no deterg
CC1(C)CC(=O)C=C(Nc2ccccc2N)C1,3%,0%,-2%,24%,15,-3%,-3%
CCCc1ccc(OC(=O)c2ccc(O)cc2Cl)cc1,4%,2%,-2%,26%,-13,2%,?
CCCCNC(=O)C1(C)CCCCCN1Cc1cc2ccccc2o1 (stereo not drawn),·,·,2%,21%,-8,·,·
CC(C)(C)C(=O)N1Cc2cnnn2-c2ccccc2C1C#N (stereo not drawn),?,·,-9%,0%,-2,·,·
N#Cc1cccc(NC(=O)NCCc2c[nH]c3ccccc23)c1,?,3%,-3%,-6%,-32,-2%,-17%
Cc1ccc(C)c(N2CCN(c3ncnc4onc(C)c34)CC2)c1,·,27%,0%,·,-14,·,·
CN(NC1OC(=O)c2ccccc21)c1ncc(C(F)(F)F)cc1Cl (stereo not drawn),-3%,-5%,-1%,6%,22,4%,-5%
O=C(NN=C1CCCC1)c1cc(-c2ccc(F)cc2)nc2ccccc12,-5%,0%,-1%,59%[activator],-23,3%,-29%
N#Cc1nc(-c2ccc(OCc3ccccc3)cc2)oc1NCCCN1CCOCC1,?,-8%,-1%,-17%,-9,-6%,195%[activator]
CCC(C)(C)NC(=O)C(c1ccco1)N(C(=O)c1csnn1)c1cccc(F)c1 (stereo not drawn),-5%,?,-1%,18%,-14,2%,8%
CC1(OC(=O)CCc2ccccc2)C(=O)C=C2C=C(c3ccc(C#N)cc3)N(C3CCCCC3)C=C2C1=O (stereo not drawn),?,1%,-7%,-22%,13,-5%[11.5 µM],103%[activator]

# Bioassay records as filed in PubChem BioAssay.
